# Compound activity as filed in PubChem BioAssay.
# OXTR ag – human OXTR agonists, primary screen, fluorescence, CHO-OTR cells, Fluo-8 calcium; 0.32% of 320,000 active; activation, % at 3 µM; Oxytocin receptor (Homo sapiens), P30559; Fluo-8 calcium fluorescence; normalized: DMSO 0%, oxytocin 100%;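 active = activation above the mean of all tested compounds plus 3 SD, cutoff set per screening run, cut at about 20% in these data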;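 also: peak over basal fluorescence ratio from a 100 s FLIPR kinetic read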
# Target sequence (P30559 whole entry, looked up): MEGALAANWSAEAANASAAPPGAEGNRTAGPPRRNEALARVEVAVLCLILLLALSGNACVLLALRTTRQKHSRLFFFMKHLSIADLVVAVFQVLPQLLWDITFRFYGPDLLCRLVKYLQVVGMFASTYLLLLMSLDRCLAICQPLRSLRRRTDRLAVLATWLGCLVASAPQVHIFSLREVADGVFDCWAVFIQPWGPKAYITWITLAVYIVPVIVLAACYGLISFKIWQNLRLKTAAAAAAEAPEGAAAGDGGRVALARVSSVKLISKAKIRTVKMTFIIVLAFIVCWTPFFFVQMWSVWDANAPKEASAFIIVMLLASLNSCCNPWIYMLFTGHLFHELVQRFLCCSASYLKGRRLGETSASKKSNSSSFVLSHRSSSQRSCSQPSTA
# V1aR counter – agonists of human V1a receptor, primary screen, counter-screen for OXTR agonist project, fluorescence, CHO-V1R cells; Vasopressin V1a receptor (Homo sapiens), P37288; Fluo-8 calcium fluorescence, agonist mode; 0% DMSO, 100% 3 nM vasopressin; activation, % at 3 µM; 0.25% of 320,000 active; AID 2797, 2010;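 active = activation above the mean activation of all tested compounds plus 3 SD, per screening run, cut at about 20% in these data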;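 also: signal is peak over basal fluorescence ratio across a 100 second FLIPR read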
# Target sequence (P37288 whole entry, looked up): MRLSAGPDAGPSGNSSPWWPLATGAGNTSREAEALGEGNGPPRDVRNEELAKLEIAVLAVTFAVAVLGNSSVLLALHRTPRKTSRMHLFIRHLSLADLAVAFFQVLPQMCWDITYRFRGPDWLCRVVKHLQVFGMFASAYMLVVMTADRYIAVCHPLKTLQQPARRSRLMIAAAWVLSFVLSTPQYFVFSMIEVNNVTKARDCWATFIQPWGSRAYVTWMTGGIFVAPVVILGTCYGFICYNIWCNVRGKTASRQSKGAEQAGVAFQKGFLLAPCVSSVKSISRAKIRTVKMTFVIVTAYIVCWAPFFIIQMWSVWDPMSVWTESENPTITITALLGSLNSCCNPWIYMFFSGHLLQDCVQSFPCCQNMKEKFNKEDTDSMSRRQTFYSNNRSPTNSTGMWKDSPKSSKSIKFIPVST
# GalR3 antag – GalR3 antagonists in HEK293 cells, primary screen, cell-based, fluorescence readout | HEK293 GalR3-CNG cAMP membrane potential fluorescence; galR3 body fused to GalR1 C-terminus | inhibition, % at 3 µM | 0.44% of 360,000 active | AID 651719, 2012;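 active = inhibition above the screen-wide average plus 3 SD, cut at about 13% in these data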;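 also: forskolin and galanin both at EC90 stimulate the cells; cAMP rise reported by CNG channel membrane potential dye signal; 0% = forskolin plus galanin with DMSO and 100% = forskolin alone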
# Target sequence (O60755 1-299 limits assumed): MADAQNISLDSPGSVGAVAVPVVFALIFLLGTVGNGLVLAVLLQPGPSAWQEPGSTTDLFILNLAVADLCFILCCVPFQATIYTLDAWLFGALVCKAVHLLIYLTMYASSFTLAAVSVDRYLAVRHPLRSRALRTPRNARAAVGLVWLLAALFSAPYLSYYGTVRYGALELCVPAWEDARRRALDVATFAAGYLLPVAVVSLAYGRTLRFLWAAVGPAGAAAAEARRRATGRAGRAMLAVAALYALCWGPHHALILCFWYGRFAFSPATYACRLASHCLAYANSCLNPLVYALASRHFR
# * marks the source's active call; other numbers are inactive results. This is a subset (hit frequency here may not be typical).
SMILES,OXTR ag,V1aR counter,GalR3 antag
C=CCCC(=O)N(C)CCO,1.0,0.7,-4
O=C(NNC(=O)c1cccs1)c1ccc(Cl)nc1,0.2,-0.5,-4
O=C(Nc1ccc(Cl)cc1)C1CCCN(C2=NS(=O)(=O)c3ccccc32)C1 (stereo not drawn),2.0,1.9,-3
N#Cc1ccc(-c2ccc(C3Nc4ccccc4C(=O)N3O)o2)cc1 (stereo not drawn),-0.1,-0.4,-2
O=C(NCC(c1ccco1)N1CCOCC1)c1ccc(F)c(F)c1 (stereo not drawn),-0.6,0.3,-3
C[C@@H](OC(=O)c1[nH]cnc1C(=O)N1CCN(C(=O)OC(C)(C)C)CC1)c1ccccc1,2.0,1.3,-1
CCCNC(=O)C(Cc1ccc(I)cc1)NC(=O)c1ccc(C#N)cc1 (stereo not drawn),-0.3,0.5,-2
Cc1cc(C(=O)OCC(=O)Nc2c(Cl)cccc2Cl)c(C)o1,0.8,0.6,-3
CCCN(CC(=O)Nc1ccccc1C)C(=O)c1ccc(Cl)c(S(=O)(=O)N2CCCC2)c1,-0.8,-1.1,-1
C=CC[C@@H](CC(=O)N[C@H](CO)Cc1ccccc1)C(=O)N[C@H](COC(=O)[C@@H](CC=C)Cc1ccc(F)cc1)Cc1c[nH]c2ccccc12,2.6,2.9,-5
O=C(Nc1cc2c3c(c1)CC(=O)N3CCC2)c1cccc(F)c1,1.3,-0.3,-2
O=C(CC1SC(N2CCCC2)=NC1=O)Nc1ccc(C(=O)NCCc2ccc(F)cc2)cc1 (stereo not drawn),-0.9,-0.1,2
Cc1ccc(CNC(=O)c2ccc(N3CCC4(CC3)CC(c3cccc(Br)c3)=NO4)c(NC(=O)c3c(Cl)cccc3Cl)c2)cc1,0.9,1.1,-3
CC1CCc2sc(C(=O)NC3CCCCC3)cc2C1 (stereo not drawn),-1.9,-1.2,-6
Cc1ccc(S(=O)(=O)N2CCN(C(=O)COC(=O)c3ccc(Cl)nc3)CC2)c(C)c1,1.1,0.1,-1
O=C(CNCc1ccco1)Nc1cc(S(=O)(=O)N2CCOCC2)ccc1N1CCOCC1,0.8,0.6,-6
Cn1nc(N2CCN(S(=O)(=O)c3ccccc3)CC2)c(=O)n(C)c1=O,1.2,0.6,-3
CCC(C(=O)n1cccc1C#N)c1ccccc1C (stereo not drawn),-1.7,-1.2,-3
O=C(Cc1ccccc1)Nc1ncccn1,0.9,-0.6,-5
CCCCN(C(=O)COC(=O)c1ccccc1)c1c(N)n(CCC)c(=O)[nH]c1=O,1.6,0.6,-2
CN(C)CCCNC(=O)C(=O)NCC(c1cccs1)S(=O)(=O)c1ccc(F)cc1 (stereo not drawn),0.2,3.1,-4
CCN(CC(=O)Nc1ccccc1C(F)(F)F)C(=O)c1cc(S(=O)(=O)N2CCCCCC2)ccc1OC,-2.4,-1.0,-3
CCOc1ccc(C(=O)Nc2cc(Cl)ccc2-n2cncn2)cc1OC,-0.6,-0.1,-5
O=C(COC(=O)CCS(=O)(=O)c1ccccc1)NC(=O)c1ccc(OC(F)F)cc1,1.8,2.4,-3
C[C@H](CO)N1C[C@H](C)[C@@H](CN(C)C(=O)Nc2ccc(C(F)(F)F)cc2)Oc2c(NC(=O)Nc3ccc4c(c3)OCO4)cccc2C1=O,5.8,0.3,-5
O=C(COC(=O)c1ccccc1F)NNC(=O)c1ccccc1,0.5,-0.6,0
Cc1ccc(OCC(=O)N2C(C)CCCC2C)c([N+](=O)[O-])n1 (stereo not drawn),1.4,1.1,-7
COc1ccccc1N1CCN(C(=O)C2=CC=CN3CCS(=O)(=O)N=C23)CC1,1.0,0.2,-6
Cc1cc(C)nc(-n2nc(C)cc2NC(=O)c2cc3ccccc3oc2=O)n1,0.0,0.2,9
O=C(COC(=O)Cc1c(Cl)cccc1Cl)NC1CCCC1,0.8,1.4,-4
Cc1ccc(/C=N/n2nnnc2N)cc1,-2.3,-1.4,3
COc1ccc(S(=O)(=O)NCCCc2ccccc2)cc1,-1.7,0.5,0
COCCOc1ccc(C(F)(F)F)cc1NC(=O)Cc1ccc(S(=O)(=O)N2CCOCC2)s1,2.5,2.7,-7
Cc1ccc(S(=O)(=O)CCC(=O)Nc2nnc(-c3cccs3)o2)cc1,-1.1,-0.2,-3
COc1cc(C(=O)Nc2cc(Cl)ccc2-n2cncn2)ccc1OC(F)F,-1.7,-1.3,-1
Cc1ccc(NC(=O)COc2ccccc2C#N)cc1S(=O)(=O)N1CCCCCC1,1.3,2.9,-4
Cc1ccccc1NC(=O)c1cccc(C(=O)Nc2ccccc2C)c1,0.4,-0.8,-3
Nc1ccccc1/C=N\N=C/c1ccccc1N,-1.1,-0.8,-2
Cc1c(C(=O)N2CCN(C/C=C/c3ccccc3)CC2)oc2c(F)cccc12,-1.4,0.1,-8
Cc1ccc(S(=O)(=O)N2CCN(c3ncnc4scc(-c5ccccc5)c34)CC2)cc1,-1.1,1.1,-4
CN(CC(=O)Nc1ccc(F)cc1)C(=O)CSc1nnc(Cc2ccccc2)o1,2.2,2.1,-1
Cn1c(N)c(C(=O)COC(=O)/C=C/c2ccccc2F)c(=O)n(C)c1=O,9.9,12,-3
O=C(CSc1nnnn1C1CC1)Nc1cc(S(=O)(=O)N2CCCC2)ccc1Cl,0.5,2.4,-6
CN(C)C1=NC[C@H](Cc2ccccc2)N1CCc1ccc(F)cc1,0.3,0.1,-10
CCCCc1ccc(CC(=O)Nc2cc(S(=O)(=O)N3CCOCC3)ccc2O)cc1,4.2,2.6,0
CC(C)Oc1ccccc1/C=N/NC(=O)C1CC1,-1.1,0.3,1
COc1ccc(C(CNC(=O)c2cccc(S(=O)(=O)N3CCCCC3)c2)N2CCCC2)cc1 (stereo not drawn),0.6,0.4,-2
C=C1CCC2[C@](C)(CO)[C@H](O)CC[C@@]2(C)[C@@H]1/C=C/C1=CCOC1=O (stereo partly drawn),2.3,0.9,-7
COc1cccc(NC(=O)CN(C)C(=O)CCNC(=O)c2ccccc2Cl)c1,-0.3,0.2,-5
C/C(=N/NC(=O)c1ccc(C(C)(C)C)cc1)c1ccccn1,1.5,-1.1,-8
CN(CC(=O)Nc1ccc(F)cc1)C(=O)CNC(=O)C1CCCCC1,0.4,7.0,3
Cc1ccc(C(=O)C(C)OC(=O)CCS(=O)(=O)c2ccc(C)cc2)cc1 (stereo not drawn),-0.6,1.3,-5
C[C@H](CO)N1C[C@H](C)[C@@H](CN(C)C(=O)NC2CCCCC2)Oc2ccc(NC(=O)C3CCCCC3)cc2C1=O,1.8,1.0,-2
CC1(C)CC[C@]2(C(=O)O[C@@H]3O[C@H](CO)[C@@H](O)[C@H](O)[C@H]3O)CC[C@]3(C)C(=CCC4[C@@]5(C)CC[C@H](O[C@@H]6O[C@H](C(=O)O)[C@@H](O[C@H]7OC[C@@H](O)[C@@H](O)[C@@H]7O)[C@H](O)[C@H]6O)C(C)(C)C5CC[C@]43C)[C@@H]2C1 (stereo partly drawn),1.7,1.2,0
COc1ccc(C(=O)NCC(C)(C)CNC(=O)c2ccc(OC)c(OC)c2)cc1OC,-0.9,-0.2,1
CCCCN1C(Nc2ccccc2)=NC[C@@H]1CC(C)C,1.6,1.8,-11
COc1cc(/C=C/C(=O)OCC(=O)NCCN2C(=O)CSC2=O)ccc1OCC#N,0.1,0.7,1
O=C1NC(Cc2ccc(O)cc2)c2nc3ccc(Br)cc3c(=O)n2-c2ccc(Cl)cc21 (stereo not drawn),2.1,0.6,-3
Cc1ccc(Cl)c(NC(=O)COC(=O)C2CCC2)c1Cl,-0.7,-0.1,-2
COc1ccccc1N1CCN(C(=O)c2cccc(S(=O)(=O)N3CCCCCC3)c2)CC1,6.2,7.5,-4

# A draw from above in order of count of non-hydrogen atoms, ascending.
SMILES,OXTR ag,V1aR counter,GalR3 antag
Cc1ccc(Cl)c(NC(=O)COC(=O)C2CCC2)c1Cl,-0.7,-0.1,-2
O=C(Nc1cc2c3c(c1)CC(=O)N3CCC2)c1cccc(F)c1,1.3,-0.3,-2
Cc1ccc(S(=O)(=O)CCC(=O)Nc2nnc(-c3cccs3)o2)cc1,-1.1,-0.2,-3
Cn1c(N)c(C(=O)COC(=O)/C=C/c2ccccc2F)c(=O)n(C)c1=O,9.9,12,-3
COc1cc(C(=O)Nc2cc(Cl)ccc2-n2cncn2)ccc1OC(F)F,-1.7,-1.3,-1
CN(C)CCCNC(=O)C(=O)NCC(c1cccs1)S(=O)(=O)c1ccc(F)cc1 (stereo not drawn),0.2,3.1,-4
Cc1ccc(NC(=O)COc2ccccc2C#N)cc1S(=O)(=O)N1CCCCCC1,1.3,2.9,-4
C[C@@H](OC(=O)c1[nH]cnc1C(=O)N1CCN(C(=O)OC(C)(C)C)CC1)c1ccccc1,2.0,1.3,-1
O=C(CNCc1ccco1)Nc1cc(S(=O)(=O)N2CCOCC2)ccc1N1CCOCC1,0.8,0.6,-6
COc1ccc(C(CNC(=O)c2cccc(S(=O)(=O)N3CCCCC3)c2)N2CCCC2)cc1 (stereo not drawn),0.6,0.4,-2
CCN(CC(=O)Nc1ccccc1C(F)(F)F)C(=O)c1cc(S(=O)(=O)N2CCCCCC2)ccc1OC,-2.4,-1.0,-3
C[C@H](CO)N1C[C@H](C)[C@@H](CN(C)C(=O)NC2CCCCC2)Oc2ccc(NC(=O)C3CCCCC3)cc2C1=O,1.8,1.0,-2
Cc1ccc(CNC(=O)c2ccc(N3CCC4(CC3)CC(c3cccc(Br)c3)=NO4)c(NC(=O)c3c(Cl)cccc3Cl)c2)cc1,0.9,1.1,-3

# Next section.
SMILES,OXTR ag,V1aR counter,GalR3 antag
COc1ccc(CC(=O)Oc2ccc(C)cc2Br)cc1S(=O)(=O)N1CCOCC1,1.0,2.6,-4
CCCCn1c(N)c(N(CCOC)C(=O)c2ccc3c(c2)C(=O)N(c2ccccc2C)C3=O)c(=O)[nH]c1=O,0.5,-0.1,2
CCCCn1c(N)c(N(CCOC)C(=O)CCS(=O)(=O)c2ccc(Cl)cc2)c(=O)[nH]c1=O,0.2,0.0,-4
Cn1c(CC(=O)NNC(=O)c2ccccc2[N+](=O)[O-])nc2ccccc21,1.2,0.8,-7
O=C(COC(=O)c1cccnc1Cl)Nc1cc(S(=O)(=O)N2CCOCC2)ccc1Cl,2.1,2.7,-3
COc1ccccc1C(=O)NC(CCSC)C(=O)NCCCn1nc(C)cc1C (stereo not drawn),-3.0,-1.3,-2
CC(OC(=O)c1cc2ccccc2o1)C(=O)Nc1ccc(N2CCOCC2)cc1 (stereo not drawn),2.8,1.6,-2
COc1ccc(S(=O)(=O)N2CCOCC2)cc1NC(=O)CC(C)c1ccccc1 (stereo not drawn),0.5,1.2,-6
COc1ccc(/C=C/C(=O)OCC(=O)NCc2ccccc2)cc1OC,-0.6,-0.1,-4
COc1ccc(OC)c(NC(=O)Cc2csc(NC(=O)Nc3ccccc3OC)n2)c1,-1.2,2.0,-7
C/C(=N\N=C(/C)c1cccc(N)c1)c1cccc(N)c1,0.6,0.7,-5
COc1ccccc1-c1sc2ccccc2c1-c1ccc(Br)nc1,0.8,0.6,-7
Cc1ccc(NC(=O)c2ccc(S(=O)(=O)N3CCC(C)CC3)cc2)nc1,-1.6,-0.1,-1
CCN(CC(=O)Nc1ccccc1OC)C(=O)CSCc1ccc(C)cc1,-0.7,-0.8,-4
CN(CC(=O)Nc1ccc(F)cc1[N+](=O)[O-])C1CCS(=O)(=O)C1 (stereo not drawn),2.4,0.4,-4
CCCCCCSc1ccc([C@@H]2[C@H]3C(=O)N(C)C(=O)[C@H]3[C@]3(C(=O)OC)CCCCN23)cc1,-0.4,1.2,4
CCCCN(C(=O)c1ccncc1)c1c(N)n(CCC)c(=O)[nH]c1=O,1.1,2.0,2
O=C(NNC(=O)c1ccc2nc[nH]c2c1)c1ccccc1,0.8,0.9,-7
COc1cc(C(=O)Nc2ccc(C)cn2)ccc1OCC(=O)N1CCOCC1,0.8,-0.2,-1
C=CCNc1nc(C(=O)OC(C)C(=O)c2ccc(C)cc2)cs1 (stereo not drawn),-2.1,-0.9,-8
CCCCN(C(=O)c1cccc(S(=O)(=O)N2CCN(C)CC2)c1)c1c(N)n(CCC)c(=O)[nH]c1=O,-0.4,0.3,1
CC(C)(C)c1ccccc1NC(=O)CN1C(=O)NC2(CCCCCC2)C1=O,0.5,0.7,-7
O=C(CN1C(=O)C(=O)N(Cc2ccccc2)C1=O)Nc1ccc(OC(F)F)cc1,0.9,0.5,1
O=C(Nc1ccc(Cl)c(Cl)c1)c1ccccc1,-1.9,2.3,-4
O=C(COC(=O)c1cc(S(=O)(=O)N2CCOCC2)ccc1F)Nc1ccc2c(c1)OCO2,1.2,1.5,0
O=C(NCC(=O)N1CCCCCCC1)c1ccccc1Br,0.5,-0.1,-2
CC(=O)c1cccc(NC(=O)CCN2C(=O)C3CC=CCC3C2=O)c1 (stereo not drawn),0.1,0.4,-7
COc1ccc(NC(=O)CCC(=O)N2CCN(S(=O)(=O)c3ccc(C)cc3)CC2)c(OC)c1,-1.1,-1.1,-5
CC(NC(=O)c1ccc(Br)o1)c1ccc(-n2ccnc2)cc1 (stereo not drawn),1.1,0.4,-5
CCC(=O)N1N=C(c2ccc(NS(=O)(=O)c3ccccc3)cc2)CC1c1ccco1 (stereo not drawn),-0.9,0.6,-7
Cc1cccc([N+](=O)[O-])c1NC(=O)COC(=O)C1CCCO1 (stereo not drawn),0.4,-0.6,0
COc1ccc(-c2c(-c3cc(OC)cc(OC)c3)n(C)c3ccc(-c4cnc(OC)nc4)cc23)cc1,0.0,2.3,-6
